KCNQ1 block = inhibitors of human KCNQ1 channel, primary screen, cell-based, thallium flux, high-throughput. Potassium voltage-gated channel subfamily KQT member 1 (Homo sapiens), P51787. CHO-K1 KCNQ1, FluxOR thallium flux fluorescence; hits give high values. B-score at 10 µM. 1.3% of 310,000 active. AID 2642, 2010;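 active = compounds whose thallium flux B-score, printed positive for inhibition, exceeds three library SD while starting fluorescence stays within three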;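 note: channel opened by potassium depolarization with thallium stimulus after 20 min compound exposure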
GSK3A inh = blockers of GSK3A enzyme activity – biochemical, luminescence, cell-free homogeneous, HTS, primary screen; inhibition, % at 10 µM; 0.1% of 320,000 active; GSK-3 alpha kinase, ADP-Glo luminescence, 60 min; Glycogen synthase kinase-3 alpha (Homo sapiens), P49840; AID 2650, 2010;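 in the data active = inhibition above about 50%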;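 note: GST-tagged GSK-3 alpha with peptide substrate and 25 µM ATP; 0% = DMSO neutral wells and 100% = GW8510 positive control wells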
PolyA inh = polyadenylation inhibitors in yeast reporter cells, primary screen, luminescence, S. cerevisiae; calls only at 12 µM; S. cerevisiae SKY197-pL101 polyadenylation reporter, beta-gal luminescence; efflux-impaired pdr1/pdr3 knockout yeast; score 100 = 6 SD above DMSO; 0.02% of 300,000 active; AID 1875, 2009;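 active = lowest replicate activity score at least 50, where 100 means six control SD above control mean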;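 note: yeast exposed to compound for 9 h at 30 °C; higher score means more reporter readthrough which indicates perturbed polyadenylation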
KCNQ1 pot = potentiators or activators of KCNQ1 channel, primary screen, cell-based, thallium flux, high-throughput. Potassium voltage-gated channel subfamily KQT member 1 (Homo sapiens), P51787. CHO-K1 KCNQ1, thallium flux FluxOR fluorescence; hits give high values. B-score at 10 µM. 0.35% of 310,000 active. AID 2648, 2010;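 active = fluorescence ratio B-score, a plate-corrected score, at least three library SD, with initial intensity B-score within 5 SD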
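System: CHO-K1 cells stably expressing KCNQ1 / Medium: assay buffer for compound exposure, DMSO matched across wells / Reagent: thallium- and potassium-containing depolarizing buffer / Compound: one concentration, matched DMSO / Incubation: 20 min compound pretreatment at room temperature / Measured by: kinetic FluxOR fluorescence, 10 s baseline plus 110 s post-stimulus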
hERG protect = hERG rescue from dofetilide block, primary screen, cell-based, CHO-hERG, FluxOR thallium flux, dofetilide IC70; Voltage-gated inwardly rectifying potassium channel KCNH2 (Homo sapiens), Q12809; dofetilide IC70 present; activation (rescue from dofetilide block), less the hit threshold, % at 10 µM; 0.51% of 310,000 active; AID 1511, 2009;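 active = activation above the mean of controls blocked by dofetilide plus 5 SD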;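 note: thallium influx through hERG after potassium depolarization seen as dye fluorescence rise; in these data hits start at about 4.7%; inactives centre near -7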
Dyrk1A ADPGlo = rat Dyrk1A kinase inhibitors, primary screen, biochemical, single point, plate reader; ADP-Glo luminescence, NFATc1 peptide; inhibition, % at 12.5 µM; 0.43% of 310,000 active; in the data active = inhibition above about 50%;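 note: plate controls were vehicle with enzyme for no effect and no enzyme for full effect; many of its hits are not listed in these tables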
KCNK9 block = KCNK9 potassium channel inhibitors, primary screen, HEK293 cells, thallium flux; B-score at 10 µM; Potassium channel subfamily K member 9 (Homo sapiens), Q9NPC2; FluxOR thallium flux fluorescence; hits give low values; 1.2% of 310,000 active; AID 488922, 2010;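 active = ratio B-score over 3 SD below the library mean, with starting fluorescence within 5 SD of its mean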;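 note: negative B-score means less thallium flux so channel inhibition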
RGS4 pot = RGS4 potentiators or activators, primary screen, cell-based, HEK293 M3R inducible RGS4, calcium flux. carbachol calcium flux Fluo4; hits give low values. 0.92% of 310,000 active. B-score at 10 µM;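 active = B-score of the integrated calcium signal more than 4 SD below the library mean, with starting fluorescence not abnormally high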;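 note: negative B-score means reduced calcium response which marks RGS4 activation or potentiation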
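Detection: kinetic calcium fluorescence imaging with Fluo4-AM dye, 2 µM / Material: HEK293 cells with stable M3R and inducible RGS4 / Schedule: recording 10 s baseline at 1 Hz, 100 s post-agonist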
HDAC3 inhib = HDAC3 deacetylase inhibitors, primary screen, biochemical, fluorescence, cell-free homogeneous | Histone deacetylase 3 (Homo sapiens), O15379 | recombinant HDAC3, fluorogenic peptide/trypsin coupled | inhibition, % at 8.3 µM | 0.15% of 320,000 active | AID 2718, 2010; in the data active = inhibition above about 26%, passing the limit was not always enough
Target sequence (O15379 whole entry, looked up): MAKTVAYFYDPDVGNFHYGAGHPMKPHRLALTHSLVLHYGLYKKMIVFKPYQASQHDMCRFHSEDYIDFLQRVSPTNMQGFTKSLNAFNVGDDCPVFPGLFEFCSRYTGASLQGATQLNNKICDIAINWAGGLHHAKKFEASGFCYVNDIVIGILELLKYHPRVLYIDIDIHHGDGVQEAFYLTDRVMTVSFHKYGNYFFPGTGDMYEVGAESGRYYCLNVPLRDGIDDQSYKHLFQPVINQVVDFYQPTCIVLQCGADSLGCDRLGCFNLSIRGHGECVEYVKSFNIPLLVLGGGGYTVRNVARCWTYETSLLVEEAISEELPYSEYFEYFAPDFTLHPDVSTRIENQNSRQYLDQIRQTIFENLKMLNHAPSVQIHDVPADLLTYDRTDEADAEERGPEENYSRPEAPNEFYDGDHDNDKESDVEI
GSK3B inh = human GSK3beta kinase inhibitors, primary screen, biochemical, cell-free homogeneous, HTS; Glycogen synthase kinase-3 beta (Homo sapiens), P49841; GST-GSK3beta kinase, ADP-Glo luminescence, 60 min; hits give low values; activity score (negative = inhibition), % at 10 µM; 0.038% of 300,000 active;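 active = more than half of replicate wells score below -50%, meaning over 50% inhibition versus plate controls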;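 note: 0% = median DMSO wells and -100% = median GW8510 positive control wells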
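Test system: GST-fused GSK3beta enzyme, cell-free | Quantity: 1.6 ng GST-GSK3beta enzyme per well | Reagent: 25 µM ATP with peptide substrate | Schedule: 60 min enzyme reaction, room temperature | Signal: Luminescent ADP-Glo measurement of ADP formed | Read-out basis: Score relative to plate controls | Control set: DMSO and 20 µM GW8510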
KCNK3 inh = human KCNK3 channel inhibitors, primary screen, CHO cells, FluxOR thallium flux, B-score; B-score at 10 µM; FluxOR fluorescence; hits give low values; Potassium channel subfamily K member 3 (Homo sapiens), O14649; 0.84% of 340,000 active;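 active = B-score under library mean minus 4 SD, starting fluorescence ratio at most library mean plus 5 SD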;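 note: more negative B-score means stronger inhibition of thallium flux through KCNK3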
Target sequence (O14649 whole entry, looked up): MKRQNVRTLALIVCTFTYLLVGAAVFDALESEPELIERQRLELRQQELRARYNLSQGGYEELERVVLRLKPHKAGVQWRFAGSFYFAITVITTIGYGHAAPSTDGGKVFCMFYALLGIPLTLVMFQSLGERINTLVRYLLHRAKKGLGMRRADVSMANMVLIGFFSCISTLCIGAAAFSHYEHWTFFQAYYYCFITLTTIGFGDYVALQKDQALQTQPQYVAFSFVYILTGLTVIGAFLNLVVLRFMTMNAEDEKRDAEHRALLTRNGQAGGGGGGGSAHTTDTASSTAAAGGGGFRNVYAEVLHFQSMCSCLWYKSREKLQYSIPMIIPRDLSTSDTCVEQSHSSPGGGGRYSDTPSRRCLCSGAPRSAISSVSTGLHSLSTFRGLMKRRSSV
* = called active by the depositor; i = inactive; · = no result given. An excerpt; the hit share may differ from the screen's.

SMILES	KCNQ1 block	GSK3A inh	PolyA inh	KCNQ1 pot	hERG protect	Dyrk1A ADPGlo	KCNK9 block	RGS4 pot	HDAC3 inhib	GSK3B inh	KCNK3 inh
Cc1ccc(NC(=O)Cc2nnc(SCC(=O)c3ccc(Br)cc3)n2C)cc1Cl	i	0	i	i	-7	·	i	i	-3	2	·
CCOC(=O)C1(Cc2ccc(OC)cc2)CCN(C(=O)CCc2cnccn2)CC1	i	4	i	i	-15	-4	i	i	0	3	i
CCNC(=O)/C(C#N)=C/c1c(N2CCCCCC2)nc2ccccn2c1=O	i	1	i	i	-3	0	i	i	-137	0	i
Cc1ccc2nc(NCc3ccccc3)c(C=O)c(=O)n2c1	i	1	i	i	-8	-1	i	i	1	0	i
Nc1nc(-c2ccc(Cl)cc2)cn1N	i	-2	i	i	-9	6	i	i	-4	1	i
O=C(N/N=C/c1ccc(OCc2ccccc2)cc1)c1cc[n+](Cc2ccccc2)cc1	i	4	i	i	-15	-2	i	i	1	-7	i
Cc1cc(-c2ccc(C)c(S(=O)(=O)NCCC(C)N3CCCCCC3)c2)on1 (centres undefined)	i	2	i	i	-8	-5	i	i	-3	-2	i
O=C(Cc1ccc(Cl)cc1)NC1CCCCCC1	i	0	i	i	-4	11	i	i	-4	1	i
O=C(N/N=C/c1cccc(C(F)(F)F)c1)c1ccccc1O	i	-2	i	i	0	·	i	i	-2	1	i
COc1cc(Cl)c([C@@H]2C[C@H]3CN(c4ccccc4)C(=O)[C@]34CCCN24)cc1OC	i	3	i	i	-13	1	i	i	2	-1	i

The list goes on, overlapping the part above by 2 compounds.
SMILES	KCNQ1 block	GSK3A inh	PolyA inh	KCNQ1 pot	hERG protect	Dyrk1A ADPGlo	KCNK9 block	RGS4 pot	HDAC3 inhib	GSK3B inh	KCNK3 inh
O=C(N/N=C/c1cccc(C(F)(F)F)c1)c1ccccc1O	i	-2	i	i	0	·	i	i	-2	1	i
COc1cc(Cl)c([C@@H]2C[C@H]3CN(c4ccccc4)C(=O)[C@]34CCCN24)cc1OC	i	3	i	i	-13	1	i	i	2	-1	i
Cc1[nH]nc(SCC(=O)NCc2ccc(F)cc2)c1[N+](=O)[O-]	i	3	i	i	1	0	i	i	-4	0	i
CCSc1nc2c(c(=O)[nH]c(=O)n2C)n1CC(O)COc1ccccc1C (centres undefined)	i	3	i	i	-13	2	i	i	5	1	i
Cc1ccc(C)c(NS(=O)(=O)c2c(C)[nH]c(C)c2C(=O)N2CCCCC2)c1	i	-1	i	i	-5	4	i	i	-2	-1	i
O=C(NC(=S)N1CCc2ccccc21)c1ccco1	i	-1	i	i	2	3	i	i	7	1	i
COc1ccc(CNC(=O)C2CC(c3cc(C(F)(F)F)cc(C(F)(F)F)c3)=NO2)cc1 (centres undefined)	i	-2	i	i	-10	-4	i	i	-6	1	i
COc1ccc(OCc2nnc(SCC(=O)N3CCCC3)o2)cc1	i	0	i	i	0	0	i	i	-12	0	i
O=C(NNc1c2ccccc2nc2ccccc12)c1ccccc1O	i	-1	i	i	-11	3	i	i	-5	-4	i
N#C/C(=C\c1ccc(N2CCOCC2)o1)C(=O)Nc1ccc(O)cc1	7*	-2	i	i	-25	6	i	i	21	2	i
CCCN1CCN(C(=O)CCS(=O)(=O)c2cc3c(cc2Cl)NC(=O)CO3)CC1	i	-2	i	i	-10	1	i	i	2	-1	i
CCCOc1ccc(N2C(=O)CC(N3CCN(CCN=CC4=C(O)CC(C)(C)CC4=O)CC3)C2=O)cc1 (centres undefined)	i	1	i	i	-20	·	i	i	-2	2	i
Cc1cc(C)n(/C(=C\N(C)C)C(=O)c2cccc([N+](=O)[O-])c2)n1	i	1	i	i	-3	-1	i	i	7	-1	i
COC(=O)CN(c1ccc(OC)c(OC)c1)S(C)(=O)=O	i	0	i	i	-5	4	i	i	-4	1	i
Cc1snc(S(=O)(=O)Cc2ccccc2Cl)c1C#N	i	1	i	i	-8	-3	i	i	-2	7	i
Cc1ccc(C(=O)N/C(=C\c2cccs2)c2nc3ccccc3[nH]2)cc1	i	-4	i	i	-9	2	i	i	6	-1	i
O=C(N/N=C/c1cccnc1)c1cccc(Cl)c1	i	-1	i	i	-6	47	i	i	8	2	i
CCCN1CCn2c3c(c4cc(Br)ccc42)CCCC31 (centres undefined)	i	·	i	i	-15	·	i	i	·	3	i
CN1CCCN(Cc2ccccc2C(F)(F)F)CC1	i	0	i	i	-2	-1	i	i	-3	0	i
CN(C(=O)c1ccccc1NC(=O)C(F)(F)F)c1ccccc1	i	·	i	i	-9	1	i	i	-2	-5	i
O=C(NCC1COc2ccccc2O1)Nc1ccccc1F (centres undefined)	i	-2	i	i	-14	3	i	i	1	0	i
COc1ccccc1Nc1nc2ccc(C)cc2cc1C#N	i	0	i	i	-5	0	i	i	4	0	i
CSc1nsc(SC)c1NC(=O)Nc1ccccc1C	i	-3	i	i	-1	3	i	i	2	4	i
C/C(=N/NC(=O)CNC(=O)c1cccnc1)c1ccc(Cl)c(Cl)c1	i	0	·	i	-5	0	i	i	3	-1	i
Cc1nc(-c2ccccc2)sc1C(N)=O	i	4	i	i	-7	28	i	i	6	0	i
CCOC(=O)c1sc2nc(-c3cccnc3)ccc2c1N	i	0	i	i	-8	·	i	i	3	0	i
Cn1cccc1Cc1nnc(SCC(=O)N2CCOCC2)n1-c1ccc(F)cc1	i	-3	i	i	-6	-2	i	i	0	4	i
Cc1ccc(NS(=O)(=O)c2cc(C(=O)N3CCc4ccccc4C3)ccc2Cl)cc1	i	-3	i	i	-4	-1	-12*	i	5	1	i
Fc1ccc(OCCCCN2CCOCC2)cc1	i	-4	i	i	-10	-6	i	i	·	4	i
CC(=O)OC(COc1ccccc1)Cn1cnc2ccccc21 (centres undefined)	i	-3	i	i	-8	0	i	i	·	2	i
CCOc1cc(C(c2c(C)[nH][nH]c2=O)c2c(C)[nH][nH]c2=O)ccc1OS(=O)(=O)c1ccc(C)cc1	i	-2	i	i	-13	-7	i	i	-2	-3	i
COc1ccc(/C=N/NC(=O)CCN2CCN(c3ccccc3)CC2)c(OC)c1OC	i	7	i	i	-9	3	i	i	2	3	i
COc1ccc2c(c1)/C(=N/OC(=O)c1cccs1)CCC2	i	1	i	i	-12	22	-12*	i	-3	2	i
O=C(Nc1ccccc1C(=O)NCc1ccco1)c1ccccc1	i	-1	i	i	-8	3	i	i	-6	0	i
CCCCOC(=O)c1ccc(NC(=O)c2cc(Cl)c(Cl)cc2C(=O)O)cc1	i	-5	i	i	-5	1	i	i	5	10	i
Cc1cccn2c(=O)c(C=NCCO)c(Nc3ccc(Cl)cc3)nc12	i	·	i	i	-1	·	i	i	5	0	·
Cc1ccccc1N=Cc1cccc(O)c1O	i	-2	i	i	-4	-3	i	i	-3	3	i
COc1ccc(Cl)cc1N1C(=NC(=O)C2CCCO2)SC2CS(=O)(=O)CC21 (centres undefined)	i	-1	i	i	-8	-13	i	i	-1	1	i
CC(=O)NC(CC(=O)OCC(=O)N1CCc2ccccc21)c1ccccc1 (centres undefined)	i	-3	i	i	-5	2	i	i	1	-1	i
O=C(Nc1ccccc1F)C1CCN(C(=O)NCc2ccccc2)CC1	i	1	i	i	-4	-7	i	i	0	0	i
C=CCc1cccc2cc(C(=O)OCC)c(=O)oc12	i	1	i	i	-5	2	i	i	0	0	i
COc1ccc(N2CCN(C(=O)c3cc(N4C(=O)C5C6CCC(C6)C5C4=O)ccc3Cl)CC2)cc1 (centres undefined)	i	0	i	i	-5	2	i	i	6	-3	i
CC1(c2nnc(-c3ccc(Cl)cc3)o2)CC(c2cccc(Cl)c2)=NO1 (centres undefined)	i	-2	i	i	-1	5	i	i	1	3	i
CCc1ccc(NC(=O)COC(=O)CCc2nc3cc(S(=O)(=O)N(CC)CC)ccc3n2C)cc1	i	6	i	i	-3	-3	i	i	-8	4	i
Cn1ccnc1SCC(=O)c1ccc2ccccc2c1	i	-1	i	i	-13	8	i	i	·	-1	i
COc1ccccc1CNC(=O)COC(=O)CNS(=O)(=O)c1ccc(C)cc1	i	0	i	i	-9	·	i	i	-5	1	i
COc1ccc(C(c2nnnn2Cc2ccccc2)N2CCN(c3nc4ccccc4s3)CC2)cc1 (centres undefined)	i	-2	i	i	-7	3	i	i	6	0	i

Some entries already given, limited to hERG protect.
mol	hERG protect
CC1(c2nnc(-c3ccc(Cl)cc3)o2)CC(c2cccc(Cl)c2)=NO1 (centres undefined)	-1
CCc1ccc(NC(=O)COC(=O)CCc2nc3cc(S(=O)(=O)N(CC)CC)ccc3n2C)cc1	-3
Cn1ccnc1SCC(=O)c1ccc2ccccc2c1	-13
COc1ccccc1CNC(=O)COC(=O)CNS(=O)(=O)c1ccc(C)cc1	-9
COc1ccc(C(c2nnnn2Cc2ccccc2)N2CCN(c3nc4ccccc4s3)CC2)cc1 (centres undefined)	-7
